High-throughput results (PubChem)
hERG protect = compounds protecting human hERG from proarrhythmic drug block | CHO-hERG, FluxOR thallium flux, dofetilide IC70 present | Q12809 | activation (rescue from dofetilide block), less the hit threshold, % at 10 µM | 310,000 tested, 0.51% active;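 active = activation above the mean of controls blocked by dofetilide plus 5 SD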;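 also: thallium influx through hERG after potassium depolarization seen as dye fluorescence rise; in these data hits start at about 4.7%; inactives centre near -7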
Target sequence (Q12809 whole entry, looked up): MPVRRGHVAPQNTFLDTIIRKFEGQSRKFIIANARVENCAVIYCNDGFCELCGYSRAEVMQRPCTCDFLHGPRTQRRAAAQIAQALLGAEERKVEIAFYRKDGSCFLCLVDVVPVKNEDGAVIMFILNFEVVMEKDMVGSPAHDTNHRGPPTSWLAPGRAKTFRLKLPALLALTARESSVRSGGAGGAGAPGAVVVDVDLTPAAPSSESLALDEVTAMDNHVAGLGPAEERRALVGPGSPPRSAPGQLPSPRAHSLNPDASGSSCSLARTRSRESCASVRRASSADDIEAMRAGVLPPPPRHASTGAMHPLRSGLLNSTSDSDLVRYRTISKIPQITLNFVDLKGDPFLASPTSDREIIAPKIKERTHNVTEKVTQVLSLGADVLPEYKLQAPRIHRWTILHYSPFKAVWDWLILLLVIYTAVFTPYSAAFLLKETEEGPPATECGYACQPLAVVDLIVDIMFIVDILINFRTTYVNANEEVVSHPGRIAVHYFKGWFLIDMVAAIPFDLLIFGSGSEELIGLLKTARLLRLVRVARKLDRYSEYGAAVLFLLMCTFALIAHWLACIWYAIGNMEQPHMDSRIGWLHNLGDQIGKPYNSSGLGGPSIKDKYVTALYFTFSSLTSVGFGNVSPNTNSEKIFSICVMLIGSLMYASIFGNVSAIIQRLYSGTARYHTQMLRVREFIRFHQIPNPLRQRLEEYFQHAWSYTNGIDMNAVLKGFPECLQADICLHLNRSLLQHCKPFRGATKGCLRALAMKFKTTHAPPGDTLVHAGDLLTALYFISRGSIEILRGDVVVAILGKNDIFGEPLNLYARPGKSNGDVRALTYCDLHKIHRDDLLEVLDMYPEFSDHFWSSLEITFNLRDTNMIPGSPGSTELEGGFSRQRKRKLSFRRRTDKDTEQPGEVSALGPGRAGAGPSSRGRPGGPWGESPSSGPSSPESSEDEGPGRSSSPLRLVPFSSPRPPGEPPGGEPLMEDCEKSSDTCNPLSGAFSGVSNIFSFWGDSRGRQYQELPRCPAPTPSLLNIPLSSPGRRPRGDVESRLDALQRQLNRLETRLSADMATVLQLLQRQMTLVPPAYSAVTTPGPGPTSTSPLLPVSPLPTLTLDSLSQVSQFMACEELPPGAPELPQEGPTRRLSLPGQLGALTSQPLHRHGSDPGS
RGS4 act = RGS4 potentiation or activation | AID 463111 | HEK293 M3R/inducible RGS4, carbachol calcium flux Fluo4; stronger effect = lower value | B-score at 10 µM | 310,000 tested, 0.92% active;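 active = B-score of the integrated calcium signal more than 4 SD below the library mean, with starting fluorescence not abnormally high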;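 also: negative B-score means reduced calcium response which marks RGS4 activation or potentiation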
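Assay system: Inducible-RGS4 HEK293 cells carrying M3 receptor | Schedule: Compound preincubation 20 min at room temperature before agonist | Signal: Kinetic calcium fluorescence imaging with Fluo4-AM dye, 2 µM | Read-out basis: B score from integrated fluorescence ratio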
RGS4 block = human RGS4 inhibition; P49798; B-score at 10 µM; AID 463165; HEK293 M3R/RGS4 inducible, Fluo-4 calcium flux; stronger effect = higher value; triggered by carbachol at its EC20; 310,000 tested, 0.45% active;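 active = B-score, a plate-corrected calcium signal, over three deviations above library mean, with baseline fluorescence within five deviations of library mean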;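 also: RGS4 expression induced by doxycycline in cells with stable M3 receptor; B-score is computed from the integrated fluorescence ratio over baseline after carbachol; higher B-score means a larger calcium signal and so more RGS4 inhibition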
KCNK9 inh = blocks the human KCNK9 two-pore domain potassium channel; HEK293 KCNK9, FluxOR thallium flux fluorescence; stronger effect = lower value; AID 488922; Q9NPC2; B-score at 10 µM; 310,000 tested, 1.2% active;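 active = ratio B-score over 3 SD below the library mean, with starting fluorescence within 5 SD of its mean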;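 also: negative B-score means less thallium flux so channel inhibition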
GSK3A inh = blocks human GSK-3 alpha kinase; P49840; ADP-Glo luminescence, 60 min; inhibition, % at 10 µM; 320,000 tested, 0.1% active;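 in the data active = inhibition above about 50%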;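 also: GST-tagged GSK-3 alpha with peptide substrate and 25 µM ATP; 0% = DMSO neutral wells and 100% = GW8510 positive control wells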
GSK3beta inhib = human GSK3beta kinase inhibition. activity score (negative = inhibition), % at 10 µM. P49841. GST-GSK3beta kinase, ADP-Glo luminescence, 60 min; stronger effect = lower value. 300,000 tested, 0.038% active. AID 2097;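 active = more than half of replicate wells score below -50%, meaning over 50% inhibition versus plate controls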;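 also: 0% = median DMSO wells and -100% = median GW8510 positive control wells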
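Test system: GST-fused GSK3beta enzyme, cell-free | Quantity: 1.6 ng GST-GSK3beta enzyme per well | Reagent: 25 µM ATP with peptide substrate | Schedule: 60 min enzyme reaction, room temperature | Signal: Luminescent ADP-Glo measurement of ADP formed | Read-out basis: Score relative to plate controls | Control set: DMSO and 20 µM GW8510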
PolyA inh = yeast polyadenylation inhibition; S. cerevisiae SKY197-pL101 polyadenylation reporter, beta-gal luminescence; efflux-impaired pdr1/pdr3 knockout yeast; score 100 = 6 SD above DMSO; calls only at 12 µM; 300,000 tested, 0.02% active; AID 1875;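 active = lowest replicate activity score at least 50, where 100 means six control SD above control mean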;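 also: yeast exposed to compound for 9 h at 30 °C; higher score means more reporter readthrough which indicates perturbed polyadenylation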
KCNK3 block = human KCNK3 channel inhibition, primary screen; O14649; CHO-KCNK3 thallium flux, FluxOR fluorescence; stronger effect = lower value; B-score at 10 µM; 340,000 tested, 0.84% active; AID 602410;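 active = B-score under library mean minus 4 SD, starting fluorescence ratio at most library mean plus 5 SD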;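 also: more negative B-score means stronger inhibition of thallium flux through KCNK3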
DYRK1A inh = blocks rat Dyrk1A kinase activity | ADP-Glo luminescence, NFATc1 peptide | inhibition, % at 12.5 µM | 310,000 tested, 0.43% active | AID 504441; in the data active = inhibition above about 50%;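 also: plate controls were vehicle with enzyme for no effect and no enzyme for full effect; many of its hits are not listed in these tables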
KCNQ1 pot = potentiators or activators of human KCNQ1 potassium channel; P51787; CHO-K1 KCNQ1, thallium flux FluxOR fluorescence; stronger effect = higher value; B-score at 10 µM; 310,000 tested, 0.35% active; AID 2648;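 active = fluorescence ratio B-score, a plate-corrected score, at least three library SD, with initial intensity B-score within 5 SD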
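Test system: CHO-K1 cells stably expressing KCNQ1 / Medium: assay buffer / Also added: depolarizing K+/Tl+ stimulus, K2SO4 and Tl2SO4 each 12.5 mM in 5x stock / Incubation: 90 min dye loading and 20 min compound exposure, both at room temperature / Signal: thallium influx via FluxOR fluorescence, kinetic imaging / Evaluation: B score of baseline-normalized fluorescence ratio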
KCNQ1 inh = blocks the human KCNQ1 potassium channel; P51787; CHO-K1 KCNQ1, FluxOR thallium flux fluorescence; stronger effect = higher value; B-score at 10 µM; 310,000 tested, 1.3% active; AID 2642;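 active = compounds whose thallium flux B-score, printed positive for inhibition, exceeds three library SD while starting fluorescence stays within three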;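 also: channel opened by potassium depolarization with thallium stimulus after 20 min compound exposure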
Starred values were filed as active, the others as inactive; i = inactive; . = no result given.

Fields: RGS4 block, hERG protect, PolyA inh, RGS4 act, GSK3beta inhib, KCNQ1 inh, KCNK9 inh, KCNK3 block, KCNQ1 pot, DYRK1A inh, GSK3A inh
- Cc1nnc2sc(-c3ccncc3)nn12
→ i, -3.6, i, i, 1.9, i, i, i, i, 10.9, -0.6
- Cc1csc(SCC(=O)Nc2nnc(C)s2)n1
→ i, -3.9, i, i, 0.1, i, i, i, i, -9.5, 0.0
- Cc1ccc(-c2cc(C(=O)NCCN3CCOCC3)c3ccccc3n2)o1
→ i, -10.3, i, i, -1.4, i, i, i, i, 7.0, 0.4
- O=C(CN1CCN(c2cccc(Cl)c2)CC1)NCc1ccccc1
→ i, -9.6, i, i, -0.3, i, i, i, i, 2.0, -1.1
- O=C1NC(=O)/C(=C\c2ccc(O)cc2O)S1
→ i, -11.4, i, i, -13.0, i, i, i, i, 84.8*, 24.3
- COc1ccc(/C=C/c2cc(=O)c3cc(Cl)ccc3o2)cc1
→ i, 4.6*, i, i, 1.0, i, i, i, i, 0.9, -0.6
- COc1ccc(Cl)cc1NC(=O)CCCC(=O)c1ccccc1
→ i, -2.2, i, i, 2.1, i, i, i, i, -2.1, -2.2
- COc1cc(C(=O)NCc2nnc(SCC(=O)NC3CCCC3)o2)cc(OC)c1OC
→ i, -5.3, i, i, ., i, i, i, i, -1.5, 1.1
- NC(=O)CC(NC(=O)c1ccccc1)c1ccc(N2CCN(c3ccc(F)cc3)CC2)c([N+](=O)[O-])c1 (configuration not stated)
→ i, -10.3, i, i, -1.2, i, i, i, i, 2.8, 0.3
- O=C(Oc1ccccc1)c1ccc2nccnc2c1
→ i, -10.9, i, i, 8.5, i, i, i, i, 2.2, -1.6
- O=C1/C(=C/N(C(=O)c2ccco2)c2ccc(Br)cc2)Sc2ccccc21
→ i, -7.6, i, i, -2.9, i, i, i, i, 0.7, -2.8
- Cc1cc(C(=O)CCl)c(C)n1CCc1ccc(F)cc1
→ i, -3.0, i, i, -1.3, i, i, i, i, -7.4, -4.0
- COc1ccc(NC(=O)c2oc3ccccc3c2NC(=O)C(C)(C)C)cc1
→ i, -8.6, i, i, 3.2, i, i, i, i, 2.8, -0.1
- COc1ccnc(N=CNOCc2ccc(Cl)cc2)c1C#N
→ i, -8.8, i, i, -2.2, i, i, i, i, -4.0, 1.3
- COc1ccc(C(=O)N/N=C/c2ccc(OC)c(COc3ccc(F)cc3F)c2)cc1
→ i, -15.5, i, i, 2.2, i, i, i, i, -4.2, -1.2
- CC(COC(=O)c1ccccc1)(COC(=O)c1ccccc1)/[N+]([O-])=C/c1ccccc1
→ i, -4.3, i, i, 1.4, i, i, i, i, 2.7, -2.2
- CCc1ccc(/C=C/C(=O)c2c(C)cc(C)[nH]c2=O)cc1
→ i, -15.9, i, i, -3.0, i, i, i, i, 0.8, -6.7
- Cc1cc(OCC(C)C)ccc1/C(O)=C1/C(=O)C(=O)N(Cc2cccnc2)C1c1ccncc1 (configuration not stated)
→ i, -5.0, i, i, -3.2, i, i, i, i, 2.2, -2.3
- COC(=O)C1=CN(Cc2ccc(F)cc2)C=C(C(=O)OC)C1c1ccc(O)c(OC)c1
→ i, -6.1, i, i, -2.0, i, i, i, i, -6.1, -1.0
- Cc1ccccc1-n1nc(C(=O)O)cc1-c1ccccc1
→ i, -8.5, i, i, -0.3, i, i, i, i, -1.8, -1.1
- Cc1ccc(N(C(C)C(=O)Nc2ccc(S(=O)(=O)N3CCOCC3)cc2)S(C)(=O)=O)cc1C (configuration not stated)
→ i, 1.5, i, i, -0.4, i, i, i, i, -3.7, -2.9
- O=c1[nH]c(SCc2cccc([N+](=O)[O-])c2)nc2[nH]ncc12
→ i, -5.8, i, i, 1.1, i, i, i, i, 13.5, .
- O=c1ncn(-c2ccccc2C(F)(F)F)c2ncccc12
→ i, 0.5, i, i, 1.5, i, i, i, i, -4.9, 0.6
- O=C(O)c1ccc(-c2nnn(Cc3ccccc3F)n2)cc1
→ i, -9.0, i, i, -3.1, i, i, i, i, 7.7, 0.0
- CCOc1cc(/C=C2/SC(=Nc3ccccc3)N(Cc3cccnc3)C2=O)ccc1OCC#N
→ i, -13.6, i, i, -0.1, i, i, i, i, 1.2, -3.4
- COCCn1c(SCC(=O)NC2CCCC2)nnc1-c1ccncc1
→ i, -1.5, i, i, -6.1, i, i, i, i, -4.3, 4.1
- CC(C)CC(C(=O)O)N1C(=O)C2C3c4ccccc4C(c4ccccc43)[C@@H]2C1=O (some centres not stated)
→ i, -8.0, i, i, 2.0, i, i, i, i, -1.9, -4.1
- COc1cccc(OC)c1CN1CCCC(C(=O)c2ccccc2SC)C1 (configuration not stated)
→ i, -24.1, i, i, 1.4, i, i, i, i, -2.4, -3.7
- COc1ccccc1Oc1c(C)oc2c(CN(C)C)c(O)ccc2c1=O
→ i, -8.4, i, i, -6.2, i, i, i, i, 2.3, -1.8
- COCc1cc(=O)[nH]c(/N=C(\N)Nc2ccc(C)cc2)n1
→ i, -12.3, i, i, 1.1, i, i, i, i, -3.0, -1.2

Laid out differently: 2 of the compounds above.
> Cc1ccc(-c2cc(C(=O)NCCN3CCOCC3)c3ccccc3n2)o1
  RGS4 block: i
  hERG protect: -10.3
  PolyA inh: i
  RGS4 act: i
  GSK3beta inhib: -1.4
  KCNQ1 inh: i
  KCNK9 inh: i
  KCNK3 block: i
  KCNQ1 pot: i
  DYRK1A inh: 7.0
  GSK3A inh: 0.4

> O=C1NC(=O)/C(=C\c2ccc(O)cc2O)S1
  RGS4 block: i
  hERG protect: -11.4
  PolyA inh: i
  RGS4 act: i
  GSK3beta inhib: -13.0
  KCNQ1 inh: i
  KCNK9 inh: i
  KCNK3 block: i
  KCNQ1 pot: i
  DYRK1A inh: 84.8*
  GSK3A inh: 24.3

4 records drawn at random from those above, as already listed:
Fields: RGS4 block, hERG protect, PolyA inh, RGS4 act, GSK3beta inhib, KCNQ1 inh, KCNK9 inh, KCNK3 block, KCNQ1 pot, DYRK1A inh, GSK3A inh
- COCc1cc(=O)[nH]c(/N=C(\N)Nc2ccc(C)cc2)n1
→ i, -12.3, i, i, 1.1, i, i, i, i, -3.0, -1.2
- O=c1ncn(-c2ccccc2C(F)(F)F)c2ncccc12
→ i, 0.5, i, i, 1.5, i, i, i, i, -4.9, 0.6
- CCOc1cc(/C=C2/SC(=Nc3ccccc3)N(Cc3cccnc3)C2=O)ccc1OCC#N
→ i, -13.6, i, i, -0.1, i, i, i, i, 1.2, -3.4
- O=C(O)c1ccc(-c2nnn(Cc3ccccc3F)n2)cc1
→ i, -9.0, i, i, -3.1, i, i, i, i, 7.7, 0.0

The results go on.
Fields: RGS4 block, hERG protect, PolyA inh, RGS4 act, GSK3beta inhib, KCNQ1 inh, KCNK9 inh, KCNK3 block, KCNQ1 pot, DYRK1A inh, GSK3A inh
- C=CCCCCCCCC(=O)OC
→ i, -4.7, i, i, -0.7, i, i, i, i, 10.0, 4.5
- CCO/N=C/C(=O)Nc1ccc(F)cc1F
→ i, -12.2, i, i, 2.2, i, i, i, i, 1.9, -0.3
- COc1ccc(/C=C/C(=O)OCC(=O)Nc2cc(S(=O)(=O)N(C)C)ccc2Cl)cc1
→ i, -12.0, i, i, 0.2, i, i, i, i, -4.1, -1.2
- Cc1ccc2nc(NS(=O)(=O)c3cn(C)nc3C)sc2c1
→ i, -2.2, i, i, 1.6, i, i, i, i, 0.3, -2.5
- COc1ccccc1C(=O)NCC(=O)N/N=C/c1ccncc1
→ i, -11.9, i, i, 2.5, i, i, i, i, -1.4, -1.0
- Cc1cccc(OCC(=O)Nc2cc(NC(=O)COc3cccc(C)c3)cc(C(=O)O)c2)c1
→ i, -11.0, i, i, -0.2, i, i, i, i, -4.0, -0.5
- O=C(Nc1cccc(-c2csc(Nc3ccc(Cl)cc3)n2)c1)c1cccc(C(F)(F)F)c1
→ i, -2.3, ., i, -4.0, i, i, i, i, 4.1, -4.1
- COc1cccc(C2Nc3cccc4cccc(c34)N2)c1
→ i, -7.1, ., i, -0.2, i, i, i, i, 5.9, 1.5
- CCn1c(CSc2nnc(C)n2-c2ccccc2)nc2cc(S(=O)(=O)N(C)C)ccc21
→ i, -8.0, i, i, -0.3, i, i, i, i, 1.2, 1.8
- Fc1ccccc1OCCCCCCN1CCCC1
→ i, -17.4, i, i, 0.7, i, i, i, i, -5.9, -1.1
- C/C(CCc1ccc2c(c1)OCO2)=N\NC(=O)c1ccccc1Cl
→ i, -8.1, i, i, 1.3, i, i, i, i, 4.5, -1.0
- CCN(CC)S(=O)(=O)c1cc(C(=O)N2CCc3ccccc32)ccc1Cl
→ i, -13.3, i, i, -4.6, i, i, i, i, -2.3, -0.5
- Cn1ccnc1SCC(=O)Nc1ccc([N+](=O)[O-])cn1
→ i, -5.6, i, i, -6.3, i, i, i, i, 1.1, .
- COc1ccc(/C=C/C(=O)OCC(=O)Nc2cc(C(F)(F)F)ccc2Cl)cc1
→ i, -7.9, i, i, -2.8, i, i, i, i, 1.0, -3.9
- NC(=O)[C@@H]1CCCCNc2c(F)cc([N+](=O)[O-])cc2C(=O)N[C@@H](CC(=O)O)C(=O)N[C@@H](CCC(=O)O)C(=O)N1
→ i, -2.4, i, i, -1.7, i, i, i, i, 12.8, 2.6
- COc1ccccc1NC(=S)N(Cc1ccccc1)Cc1cccs1
→ i, -9.7, i, i, -2.3, i, i, i, i, -14.4, -0.4
- Cc1cc(=O)oc2cc(OCC(=O)Nc3ccc(CN4CCOCC4)cc3)c(Cl)cc12
→ i, -4.4, i, i, -3.6, i, i, i, i, 1.8, 2.5
- O=C(Nc1nc2nccc(-c3ccccc3)n2n1)C(Cl)(Cl)Cl
→ i, -9.7, i, i, -0.2, i, i, i, i, 2.0, -0.8
- O=C(CCC(=O)c1cccs1)OCc1nnc(-c2ccccc2)o1
→ i, -14.0, i, i, 1.0, i, i, i, i, 2.4, 3.8
- Cc1ccc(CNS(=O)(=O)c2cccc3nsnc23)cc1
→ i, -10.8, i, i, -0.4, i, i, i, i, 4.2, -0.3
- O=c1ccc(Cl)n[nH]1
→ i, -3.0, i, i, 0.9, i, i, i, i, 0.4, -0.3

This is a subset; the hit share may differ from the screen's.
